# Phagocyt inh: macrophage phagocytosis inhibition; J774A.1 macrophage IgG-bead phagocytosis, imaging; inhibition, % at 5 µM; 110,000 compounds, 0.07% hits; AID 1029;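 active means inhibition above the mean of the plate negative controls plus 5 SD, cut at about 13% in these data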;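 further: phagocytic index as fraction of beads internalized from green versus red external bead signal; plate controls were DMSO negative control for no effect and cytochalasin-D positive control for full effect; some results beyond the cut were filed as inactive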
# NPY Y2 blocker: blocks the human neuropeptide Y Y2 receptor. NPY-Y2 expressing cells, antagonist mode. 140,000 compounds, 0.99% hits. P49146. inhibition, % at 2.7 µM; in the data active means inhibition above about 17%;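 further: 0% = vehicle with agonist challenge and 100% = reference antagonist with challenge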
# Target sequence (P49146 whole entry, looked up): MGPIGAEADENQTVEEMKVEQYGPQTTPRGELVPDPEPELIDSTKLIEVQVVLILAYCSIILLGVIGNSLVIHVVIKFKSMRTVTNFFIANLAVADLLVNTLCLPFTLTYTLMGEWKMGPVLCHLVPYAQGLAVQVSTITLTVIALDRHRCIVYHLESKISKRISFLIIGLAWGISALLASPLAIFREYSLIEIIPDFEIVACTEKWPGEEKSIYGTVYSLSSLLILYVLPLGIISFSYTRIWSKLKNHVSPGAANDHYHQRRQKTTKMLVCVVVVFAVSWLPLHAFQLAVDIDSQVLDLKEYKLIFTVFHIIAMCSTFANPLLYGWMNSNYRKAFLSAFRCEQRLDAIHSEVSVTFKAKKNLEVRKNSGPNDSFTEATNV
# MRP-1 activ: activates MRP-1; H69AR cells + doxorubicin, viability rescue, CellTiter-Glo; viability increase, % at 10 µM; 140,000 compounds, 0.61% hits; AID 799;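 active means viability gain under doxorubicin at or above a set limit, the compound median plus 3 SD, cut at about 4.7% in these data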;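 further: MRP-1 overexpressing cells given doxorubicin 25 µM after compound pretreatment; 18-22 h compound pretreatment then 72 h with doxorubicin before readout; 0% = doxorubicin-only wells and 100% = vehicle-treated cells without doxorubicin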
# Yeast growth inh: chemicals that inhibit yeast BB579 growth in restrictive medium (lifespan-shortening candidates). S. cerevisiae BB579 growth, OD615, 48 h. inhibition, % at 10 µM. 140,000 compounds, 0.51% hits;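 active means inhibition above a set limit, 3 SD over the mean compound inhibition, cut at about 44% in these data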; further: inactives centre near -24
#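 test system = yeast BB579 (DeaD) | buffer or medium = restrictive CSMM-D medium | doses = single compound dose of 10 µM, 0.25% DMSO final | times = 4 h preincubation and 48 h exposure at 30 °C | technique = culture absorbance at 615 nm | benchmarks = amphotericin B 10 µg/mL, positive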
# Yeast life ext: extends the lifespan of yeast. S. cerevisiae growth with nicotinamide, OD615; deaD strain in restrictive glucose medium. inhibition of the nicotinamide effect, % at 10 µM. 130,000 compounds, 0.68% hits. AID 775;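 active means inhibition above a set limit, placed 3 SD over the median of all compounds, cut at about 26% in these data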;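 further: 0% = nicotinamide-treated wells and 100% = cells grown without nicotinamide; some compounds called inactive have numbers as strong as hits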
#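 System: Modified budding yeast, DeaD strain | Buffer or medium: Restrictive glucose medium | Also added: 1.5 mM nicotinamide | Doses: 10 µM single point, 0.25% DMSO | Schedule: 48 h compound exposure at 30 °C, humidified | Detection: Absorbance at 615 nm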
# E-sel TNF inh: TNF alpha driven E-selectin expression inhibition; HUVEC TNFa-induced E-selectin immunofluorescence, high content; inhibition, % at 2 µM; 120,000 compounds, 0.71% hits; AID 1246;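 active means inhibition above the batch mean plus 3 SD, and confirmed as a hit on visual image review, cut at about 43% in these data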;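 further: 0% = TNF-stimulated DMSO wells and 100% = unstimulated control wells; not every result past the cut was called active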
# HCT116 PTEN-null: growth suppressors of cells with PTEN tumor suppressor deletion | HCT116 PTEN-null viability, CellTiter-Glo, 60 h; stronger effect = lower value | viability, % at 10 µM | 140,000 compounds, 1.2% hits | AID 827;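 active means viability at or below a set limit, 4 SD under the median of all tested compounds, cut at about 3.7% in these data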;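 further: PTEN knockout HCT116 line with beta catenin targeted HCT116 as companion control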
# GALR2 antag: blocks the human galanin receptor 2; O43603; GALR2-expressing cells, antagonist mode; inhibition, % at 4 µM; 140,000 compounds, 0.39% hits; AID 828; in the data active means inhibition above about 27%;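 further: cells stimulated with galanin 1-16 at roughly its EC80; 0% = agonist challenge control and 100% = basal control without agonist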
# Target sequence (O43603 whole entry, looked up): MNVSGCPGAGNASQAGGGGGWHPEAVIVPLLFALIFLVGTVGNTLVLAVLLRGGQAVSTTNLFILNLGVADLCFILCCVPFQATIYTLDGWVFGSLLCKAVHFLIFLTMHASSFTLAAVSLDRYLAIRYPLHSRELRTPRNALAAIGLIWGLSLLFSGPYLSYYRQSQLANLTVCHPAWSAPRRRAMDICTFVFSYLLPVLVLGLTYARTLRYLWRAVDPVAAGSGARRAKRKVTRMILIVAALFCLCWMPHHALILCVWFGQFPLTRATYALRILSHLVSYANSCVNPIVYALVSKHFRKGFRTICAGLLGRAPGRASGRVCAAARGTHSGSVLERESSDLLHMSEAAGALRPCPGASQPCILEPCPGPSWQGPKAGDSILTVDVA
# bCat KO growth: beta-catenin-lacking colon tumor cell growth suppression. 140,000 compounds, 1.5% hits. viability, % at 10 µM. HCT116 beta-catenin knockout viability, CellTiter-Glo, 60 h; stronger effect = lower value;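 active means viability at or under a set limit, the compound median less 4 SD, cut at about 6% in these data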;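 further: 0% = Hyamine 1622 control at 20 µM and 100% = untreated cell control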
# Measles CPE: protection of cells from measles virus. AID 841. 140,000 compounds, 1.5% hits. Measles virus-infected cells, CPE protection, absorbance. protection (pct of control), % at 4 µM; in the data active means protection mostly above about 24%, no sharp cut-off; inactive means mostly below about 26%; further: some compounds called inactive have numbers as strong as hits
# Numbers without * were called inactive; · = no result given.
mol,Phagocyt inh,NPY Y2 blocker,MRP-1 activ,Yeast growth inh,Yeast life ext,E-sel TNF inh,HCT116 PTEN-null,GALR2 antag,bCat KO growth,Measles CPE
COc1cc(CC(=O)N/N=C/c2ccc([N+](=O)[O-])cc2)c([N+](=O)[O-])cc1OC,-9,3,-1.2,-25,-5,·,98,3,96,11
CC1CCc2nc3sc4c(c3c(N)c2C1)CCCC4 (centres undefined),-6,14,-2.1,-47,5,-4,57,18,61,7
CN(CC(=O)NCCN1CCN(Cc2ccccc2)CC1)S(=O)(=O)c1cccc2nsnc12,·,3,-3.6,-3,-3,·,75,-6,69,1
CCCCc1cc(=O)oc2c(CN(CC)CC)c(O)c(Cl)cc12,1,3,-1.4,-31,-5,3,106,-12,96,20
COCCn1c(SCC(=O)NC(=O)NC(C)C)nc2ccccc21,3,3,-1.6,-27,-11,10,98,1,104,7
CCCCCn1c(Sc2nc3ccccc3s2)nc2c1c(=O)[nH]c(=O)n2C,0,6,-0.6,-60,-6,-8,72,3,62,15
Cc1cc(-c2csc(NC(=O)c3ccc(C#N)cc3)n2)c(C)n1Cc1ccccc1,-2,2,-0.1,-35,-1,5,82,1,81,13
CN(CCO)C(=O)c1cccc2c1-c1ccccc1C2=O,0,-1,-0.5,-63,-7,7,101,6,111,10
CC(/C=C1\SC(=O)N(CC(=O)Nc2cccc(O)c2)C1=O)=C\c1ccccc1,0,2,3.9,-58,-15,6,71,-7,60,9
Cc1ccc(-c2cc(C(=O)Nc3cc(C)on3)c3ccccc3n2)cc1,6,6,-0.9,5,1,·,99,-4,88,9
CCCCOc1ccc(S(=O)(=O)Nc2cc(OC)ccc2OC)cc1,0,6,0.2,-34,-1,-17,73,-5,74,10
CCOC(=O)c1c(NC(=S)Nc2ccccc2)sc2c1CCN(CCc1ccccc1)C2,·,3,-2.6,-22,-14,9,19,3,21,29
C[C@@H](O)c1nc2ccccc2n1N,-4,0,-0.9,-44,7,-9,98,-6,96,2
O=C(N/C(=C/c1ccc2c(c1)OCO2)C(=O)N1CCOCC1)c1cccs1,·,0,-1.8,-46,-9,-19,109,0,111,10
CC1=CC(C)(C)N(C(=O)CN2C(=O)c3ccccc3C2=O)c2ccccc21,0,2,0.5,-48,0,·,95,-9,94,7
CCOC(=O)c1cc2c(ccn2-c2ccc(F)cc2)n1CC(=O)N1CCN(C(=O)c2ccco2)CC1,0,4,-2.4,-48,9,31,94,-11,83,4
CC1CC(C)CN(S(=O)(=O)c2ccc(C(=O)NCCCn3ccnc3)cc2)C1 (centres undefined),-1,-1,-2.5,-63,-8,-36,96,1,84,6
O=C(/C=C/c1ccc(-c2ccccc2)o1)c1ccccc1,7,2,-3.3,-16,7,·,80,2,88,24
C=CCN1C(=O)C(O)(CC(=O)c2ccc(Cl)cc2)c2ccccc21 (centres undefined),1,2,-4.5,-17,4,-10,63,-1,61,7
CN1CCC(N(C)CC(=O)Nc2cccc(Oc3ccccc3)c2)CC1,0,5,0.6,7,-6,35,84,-2,80,4
O=C(CSc1nnc(Nc2ccccc2)s1)NCc1ccco1,0,-1,0.5,1,-6,-23,91,2,102,3
CC(C)(C)c1ccc(S(=O)(=O)NCCOCC(F)(F)C(F)F)cc1,1,5,0.5,-12,-6,-11,92,11,94,6
O=C(CSc1nc2ccccc2[nH]1)c1ccc(Cl)s1,-1,2,0.1,-30,-7,-2,89,-3,95,12
Cc1nc(CCNC(=O)Cc2ccc(Cl)cc2)cs1,0,0,-1.5,-3,-8,-5,93,13,106,39*
CC(C)CCCNc1nc(N2CCOCC2)nc(N2CCOCC2)n1,0,2,-4.1,-23,-5,-22,83,-1,79,19
CN1C(=O)C2(C(C#N)=C(N)N(c3cc(Cl)cc(Cl)c3)C3=C2C(=O)CCC3)c2ccccc21 (centres undefined),-2,0,-1.2,1,-4,4,100,10,100,22
Cc1nc2ccccc2c(=O)n1C1CCCCCC1,0,4,-2.6,-2,-12,·,82,-5,98,3
CCCCc1nnc(NC(=O)CSc2nc(C)cc(=O)[nH]2)s1,-2,1,-2.1,8,-2,3,92,2,83,4
COCCNC(=O)Cn1ncc2ccsc2c1=O,·,-1,-1.8,-9,-8,-15,98,5,108,4
Cc1ccccc1C(=O)Nc1c(C(=O)N2CCCC2)cnn1-c1ccccc1,-1,3,-2.5,-25,8,14,101,4,93,12
CCC(c1n[nH]c(=S)n1-c1ccccc1)N(C)C (centres undefined),-6,3,-1.5,3,-3,·,101,-9,94,2
O=C(NCCCNC1CCCCC1)c1ccc(/C=N/O)nc1,0,2,-1.4,-36,5,-16,104,-12,100,12
Cc1cc(NC(=O)CSc2n[nH]c(-c3cccs3)n2)no1,·,1,-1.1,-22,-2,·,99,12,89,4
Cc1ccc(NC(=S)NCc2ccccn2)cc1,·,2,-2.4,9,-2,-34,97,12,91,3
COCc1nc2sc3c(c2c(=O)[nH]1)CCCC3,0,2,1.3,-20,-5,-8,102,4,102,1
CCOc1nc(C#N)nc(N2CCCCC2)n1,2,6,-0.2,-36,24,-16,42,8,50,36*
CC(=O)NCCc1csc(-c2ccccc2)n1,·,2,1.3,-23,·,-2,100,1,77,11
CCOC(=O)N1CCN(C(=O)c2csc3c2CCCCC3)CC1,·,3,-0.7,-49,-3,-24,100,2,97,16
CCOC(=O)c1c(C)sc2c1N(C(=O)CCl)c1cc(Cl)ccc1S2,1,2,-6.1,-30,5,-2,2.2*,23,2.3*,5
Cc1cccc(Cn2c(=O)c3c(nc4n3CCCN4Cc3ccccc3)n(C)c2=O)c1,-2,-5,-1.5,-23,-15,-17,70,4,77,7
Cc1ccc(S(=O)(=O)N/N=C2/CCCCC2C2CCCCC2)cc1[N+](=O)[O-] (centres undefined),-6,2,0.7,-27,2,·,89,0,83,14
CNC(=O)c1ccccc1S(=O)(=O)c1ccccc1C#N,-3,0,0.0,-28,-15,-20,91,10,104,19
CC1CCN(S(=O)(=O)c2cc(Br)cc(C(=O)NC3=NCCS3)c2)CC1,0,0,1.1,-68,-4,-73,93,-8,94,8
CCOC(=O)c1c(NC(C)=O)sc2c(OC)c(Br)ccc12,0,3,-3.7,-14,-2,8,76,12,62,4
CN(NC(=O)C(C)(C)C)c1nc(-c2ccccc2)nnc1C(F)(F)F,·,4,-1.0,-46,-10,17,97,2,97,21
CCOc1ccc(C2C(C#N)=C(N)Oc3cc(C)n(CCN(C)C)c(=O)c32)cc1OCC (centres undefined),1,1,-0.8,-18,-2,-36,92,2,96,14
CC(C)OC(=O)C(C#N)c1nc2ccccc2nc1N1CCCC1 (centres undefined),·,2,1.5,-39,-1,-33,103,5,83,7
CC(Sc1nc2ccccc2c(=O)[nH]1)C(=O)O (centres undefined),-1,3,0.0,-32,-3,11,95,2,96,17
O=C(NC1CCN(C(=O)N2c3ccccc3Sc3ccccc32)CC1)c1ccccc1Cl,1,6,-2.3,-43,-22,-24,66,5,76,5
COc1ccc(-c2nnn(CC(=O)N(Cc3cccs3)C(C)C(=O)NC3CCCC3)n2)cc1OC (centres undefined),0,1,-2.0,-50,-9,·,83,-6,69,5
O=C(CSc1nnc(-c2ccc(Cl)cc2)n1Cc1ccco1)Nc1ccc2c(c1)OCCO2,-1,4,-1.6,-58,·,-31,77,11,94,3
CCC(CC)C(=O)N1CCN(c2cccc(C)c2C)CC1,-5,6,0.3,-7,10,8,66,4,44,16
CCC(c1nnnn1CCc1ccccc1)N(Cc1ccco1)Cc1cc2c(C)ccc(C)c2[nH]c1=O (centres undefined),-1,8,-5.5,-29,-4,2,27,-28,42,1
COc1ccc(/C=N/NC(=O)C(=O)N2CCN(c3ccccc3OC)CC2)cc1,-3,4,-0.7,-10,-8,28,101,9,88,1
Cc1cc(C)cc(NC(=O)C(Nc2ccccc2)c2ccccc2)c1 (centres undefined),-10,10,-1.9,-27,-2,·,66,0,70,46*
CCOC(=O)c1c(NC(=O)C(C)Sc2c[nH]c3ccccc23)sc2c1CCC2 (centres undefined),·,1,3.0,-22,1,-8,61,8,65,5
Cc1ccc(NC(=S)NCC23C=CC(O2)C2C(=O)N(c4ccc(C)cc4)C(=O)C23)cc1 (centres undefined),·,1,-3.7,1,-1,-33,93,5,91,3
O=C(O)C1C2C=CC(C2)C1C(=O)NCCCc1ccccc1 (centres undefined),-4,4,-0.5,6,12,68*,104,9,97,1
O=S(=O)(c1ccc2ccccc2c1)N1CCCCC1,-4,5,-2.2,13,9,7,104,-4,99,3
CS(=O)(=O)N1N=C(c2ccccc2)CC1c1ccc2nccnc2c1 (centres undefined),-6,2,-2.3,-5,-1,·,103,-13,93,14

# The last 2 records of the section above lead into the next.
mol,Phagocyt inh,NPY Y2 blocker,MRP-1 activ,Yeast growth inh,Yeast life ext,E-sel TNF inh,HCT116 PTEN-null,GALR2 antag,bCat KO growth,Measles CPE
O=S(=O)(c1ccc2ccccc2c1)N1CCCCC1,-4,5,-2.2,13,9,7,104,-4,99,3
CS(=O)(=O)N1N=C(c2ccccc2)CC1c1ccc2nccnc2c1 (centres undefined),-6,2,-2.3,-5,-1,·,103,-13,93,14
C=CCn1c(SCCN2C(=O)c3ccccc3C2=O)nc2scc(-c3ccccc3)c2c1=O,-4,-3,-2.0,-35,-1,-5,93,3,85,10
Cc1ccc(NC(=S)NC2CCCC2)cc1C,-2,2,-1.8,-13,-3,19,78,8,64,6
CC1CCN(CCOCCOc2ccc(Cl)cc2Br)CC1,-3,11,-5.8,-10,-8,12,14,-7,17,3
COc1ccccc1NS(=O)(=O)c1cccc(C(=O)OCC(=O)Nc2cc(C)on2)c1,2,2,-2.5,-49,-10,-5,96,7,102,18
O=C(Nc1ccccc1)c1cccnc1N1CCOCC1,-1,3,-0.4,-63,-3,-28,111,1,103,8
CCN(Cc1cc2ccccc2[nH]c1=O)S(=O)(=O)c1ccccc1,0,-1,-1.0,-40,-6,-57,82,7,86,18
O=C(Nc1ccccc1[N+](=O)[O-])C1=C(O)CCn2c1nc1ccccc12,-1,2,-1.0,-5,-13,-10,55,-15,37,11
Cc1sc2nc(CSc3ccc([N+](=O)[O-])c(C(F)(F)F)c3)[nH]c(=O)c2c1C,4,3,-2.5,-26,4,·,100,6,100,3
Cc1ccc(C(=O)OC(C(=O)Nc2ccc(Cl)cc2C(F)(F)F)c2ccccc2)cc1 (centres undefined),0,11,-0.8,-32,-2,15,79,-4,89,7
CCCCNC(=O)C1(c2ccc(OC)cc2)CCOCC1,·,4,0.3,-7,·,-1,98,-3,88,5
O/N=C\c1ccc(-c2ccccc2)o1,-3,-1,0.1,-12,-4,·,94,11,87,31*
